# CHOP UPR activ: activators of apoptotic arm of unfolded protein response (CHOP) | AID 449763 | activation, % at 10 µM | 330,000 tested, 0.34% active | CHO-CHOP luciferase reporter, UPR activation, luminescence; percent of tunicamycin response over DMSO baseline;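 active = at 10 µM dose, activation of 40% or more, normalized to positive control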;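 also: 100% = tunicamycin at 10 µg/mL and 0% = DMSO alone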
#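 Test system: CHO CHOP reporter cells. Input: 500 CHO-CHOP cells per well. Medium: F12 with 10% FBS. Technique: luciferase luminescence. Measure: percent activation relative to tunicamycin control. Dosing: 10 µM compound, 0.5% DMSO. Timing: 16-18 h cell attachment, then 6 h compound exposure, 37 °C.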
# CXCR6 inh: inhibitors of human CXCR6 receptor. 360,000 tested, 0.36% active. AID 602244. inhibition, % at 20 µM. O00574. CHO-K1 PathHunter CXCR6 beta-arrestin, luminescence; in the data active = inhibition above about 34%, passing the limit was not always enough;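 also: antagonist mode with CXCL16 agonist at 10 nM final; 0% = 10 nM CXCL16 with DMSO and 100% = unstimulated wells without agonist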
# Target sequence (O00574 whole entry, looked up): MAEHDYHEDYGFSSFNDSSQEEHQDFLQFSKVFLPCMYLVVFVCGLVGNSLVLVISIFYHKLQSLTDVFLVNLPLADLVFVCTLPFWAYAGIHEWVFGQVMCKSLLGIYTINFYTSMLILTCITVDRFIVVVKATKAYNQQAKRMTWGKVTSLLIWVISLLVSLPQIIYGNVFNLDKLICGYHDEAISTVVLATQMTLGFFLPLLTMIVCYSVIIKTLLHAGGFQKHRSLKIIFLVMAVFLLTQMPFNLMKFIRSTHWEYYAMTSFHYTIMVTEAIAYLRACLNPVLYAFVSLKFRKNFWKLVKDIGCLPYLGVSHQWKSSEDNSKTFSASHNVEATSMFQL
# CCR6 antagonist: CCR6 (human) receptor antagonism; AID 493098; CHO-K1 CCR6 PathHunter beta-arrestin, luminescence, CCL20-stimulated; P51684; inhibition, % at 20 µM; 340,000 tested, 0.49% active;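 active = compounds whose inhibition of the agonist-driven luminescence signal at 20 µM reaches about 50%, limit read from the data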;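 also: cells stimulated with CCL20 at 14 nM final; plate controls were DMSO with CCL20 for no effect and DMSO without agonist for full effect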
# Target sequence (P51684 whole entry, looked up): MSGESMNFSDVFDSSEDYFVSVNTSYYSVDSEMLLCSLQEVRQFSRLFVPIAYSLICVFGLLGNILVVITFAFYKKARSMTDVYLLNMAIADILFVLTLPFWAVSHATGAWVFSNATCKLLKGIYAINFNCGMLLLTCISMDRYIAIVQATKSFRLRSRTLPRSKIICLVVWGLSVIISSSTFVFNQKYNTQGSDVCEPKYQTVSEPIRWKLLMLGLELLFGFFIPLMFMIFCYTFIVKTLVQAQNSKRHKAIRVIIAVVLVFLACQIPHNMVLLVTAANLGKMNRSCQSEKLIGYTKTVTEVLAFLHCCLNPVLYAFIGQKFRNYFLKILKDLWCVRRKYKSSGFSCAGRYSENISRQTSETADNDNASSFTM
# 697 NFkB inh: lowers PMA/ionomycin-induced NF-kB signal in 697 B cells; 697 B-cell NF-kB luciferase reporter, 16 h; AID 435022; 330,000 tested, 0.33% active; inhibition, % at 4 µM; in the data active = inhibition above about 35%
# Jurkat NFkB inh: inhibitors of the PMA/ionomycin-induced NF-kB reporter in Jurkat cells. PMA/ionomycin-induced NF-kB luciferase reporter, luminescence. inhibition, % at 4 µM. 330,000 tested, 0.53% active; in the data active = inhibition above about 50%
# EBI2 antag: antagonists of human EBI2 receptor. 360,000 tested, 0.81% active. inhibition, % at 5 µM. EBI2 beta-arrestin recruitment, luminescence, 7a,25-OHC stimulated. AID 651636; in the data active = inhibition above about 38%;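 also: enzyme fragment complementation signal reports receptor beta-arrestin coupling in cells; 0% = agonist plus DMSO wells and 100% = wells without agonist; some results beyond the cut were filed as inactive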
# Target sequence (P32249 whole entry, looked up, the tested form may be a part): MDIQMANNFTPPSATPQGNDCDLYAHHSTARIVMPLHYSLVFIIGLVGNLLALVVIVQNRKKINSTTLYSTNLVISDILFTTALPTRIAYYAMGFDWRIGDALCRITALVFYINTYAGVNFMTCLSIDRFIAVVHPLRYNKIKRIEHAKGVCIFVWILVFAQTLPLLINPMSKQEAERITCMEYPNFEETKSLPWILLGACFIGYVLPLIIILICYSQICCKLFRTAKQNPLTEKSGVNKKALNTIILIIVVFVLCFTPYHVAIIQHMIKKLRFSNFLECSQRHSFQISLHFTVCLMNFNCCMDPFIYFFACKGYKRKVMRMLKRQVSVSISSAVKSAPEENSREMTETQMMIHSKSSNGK
# XBP1 UPR activ: activators of adaptive arm of unfolded protein response (XBP1). AID 463104. activation, % at 20 µM. 330,000 tested, 0.33% active. CHO-XBP1 luciferase reporter, IRE1-XBP1 UPR activation, luminescence; percent of tunicamycin response, DMSO as zero;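 active = versus positive control, 20 µM dose yields 30% or more activation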;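 also: 100% = tunicamycin at 10 µg/mL and 0% = DMSO only wells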
#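 assay system = CHO-XBP1 luciferase reporter cells | amount = 1000 cells/well | buffer or medium = F12 plus 10% FBS | compound dosing = single point, 20 µM final compound, 1% DMSO | incubation = 16-18 h cell attachment at 37 °C, then 6 h compound exposure | detection = Steady-Glo luminescence read | controls = tunicamycin 10 µg/mL and vehicle-only wells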
# Gli-Sufu block: blocks Gli-Sufu signaling in a luciferase reporter | inhibition, % at 5 µM | Sufu-KO-LIGHT fibroblasts, Gli luciferase reporter luminescence | 340,000 tested, 0.74% active;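 active = inhibition above about 55%, limit read from the data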;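 also: 0% = DMSO-treated cells and 100% = wells with medium but no cells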
# Mdm2-MdmX inh: human Mdm2/MdmX binding inhibition | inhibition, % at 8 µM | AID 485346 | 330,000 tested, 3% active | SaOS-2 split-luciferase Mdm2/MdmX complementation, luminescence | O15151+Q00987;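 active = inhibition of at least 50% at 8 µM in the primary screen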
# The depositor's hits bear a star; x = not tested or not shown.
SMILES,CHOP UPR activ,CXCR6 inh,CCR6 antagonist,697 NFkB inh,Jurkat NFkB inh,EBI2 antag,XBP1 UPR activ,Gli-Sufu block,Mdm2-MdmX inh
Cc1cccc2c(SCC(N)=O)nc(-c3ccccc3)nc12,0.6,-3,6,16,1,-14,-4,3,25
COc1cc(OC)cc(C(=O)Nc2ccc(Cn3ccnc3)cc2)c1,-0.6,-6,1,-2,-27,-2,0,0,4
Cc1ccc(N(C(=O)CNC(=O)c2ccco2)C(C(=O)NC2CCCCC2)c2ccncc2)c(C)c1 (stereo unspecified),-1.0,5,-3,0,1,8,-3,-3,-3
CC(C)(C)OC(=O)C[C@H]1C/C=C\C[C@H](CC(=O)N(CCO)Cc2ccccc2)C(=O)N[C@@H](c2ccccc2)COC1=O,2.9,4,6,-19,-12,7,0,1,-28
CNS(=O)(=O)c1ccc(NS(=O)(=O)c2ccccc2F)cc1,-1.8,-3,-8,6,5,7,-2,4,-13
CN1/C(=C\C(=O)c2cccnc2)C(C)(C)c2ccccc21,1.8,-2,-12,-31,-26,-19,1,5,24
CCCCCC(=O)NNC(=S)NC(=O)c1ccccc1[N+](=O)[O-],0.3,20,29,-6,-18,6,0,-1,-16
CSc1nnc(CCNS(=O)(=O)c2ccccc2Br)n1C,1.3,3,-1,-3,15,13,2,1,-6
Clc1ccc(-c2cn3nc4c(nc3n2)CCCC4)cc1,-6.6,4,5,-141,-115,-2,-5,-28,-54
Cc1cccn2c(=O)c(/C=N/O)c(Nc3ccccc3F)nc12,-0.3,8,3,-6,-25,-1,0,11,32
O=C1C(Cc2ccccc2)Nc2ncnc(N3CCCCC3)c2N1Cc1ccccc1 (stereo unspecified),3.2,14,17,7,1,-4,2,0,19
O=C(CCC(=O)OCCCC(F)(F)C(F)(F)F)Nc1ccccc1,0.7,-3,-11,20,6,-3,-3,6,24
O=C(CCCc1ccccc1)Nc1ccccc1C(F)(F)F,7.2,5,-12,10,5,0,0,-16,0
C=C(Br)Cn1c(CC)nc2ccccc21,1.2,1,9,-3,3,-11,-2,0,17
O=C(NC1CC1)C1CCN(c2ncccn2)CC1,2.3,-2,8,10,-7,-3,-2,-16,2
Cc1ccc(C2CC(c3cccs3)=NN2C(=O)CCl)cc1 (stereo unspecified),2.3,-1,-2,-61,47,2,-7,-7,100*
COc1ccc(-c2noc(CN3CCN(c4ccccc4)CC3)n2)cc1,-1.0,0,6,5,3,-5,-4,4,15
Cn1nnnc1SCC(=O)Nc1cc(C(=O)O)cc(C(=O)O)c1,0.6,-2,-12,24,1,-6,0,36,-7
N#CC(C(=O)Nc1ccccc1)=C1CCCCC1,3.3,-3,-1,-1,-9,-14,1,-2,-2
O=C(NCCCn1ccnc1)c1ccc(-c2cccc(Cl)c2Cl)o1,1.1,4,16,-4,2,3,3,-4,4
COc1ccc(Oc2ccc(N/C=C3/CCCC3=O)cc2)cc1,1.6,-1,7,-7,17,10,0,-12,2
Cc1ccc(-c2nc(CS(=O)CC(=O)NC(C)CCc3ccccc3)c(C)o2)cc1 (stereo unspecified),1.3,1,19,-37,-2,16,-1,8,12
O=C(c1ccc(F)cc1)N1CCN(c2ccccn2)CC1,0.5,5,-5,6,-7,-19,-2,-1,-13
O=C(CN1CCC(Cc2ccccc2)CC1)NC(=O)NC1CCCCC1,-0.2,4,-5,-8,1,4,-2,13,11
CCN(CC)S(=O)(=O)c1ccc(=O)n(CC(=O)N2Cc3ccccc3CC2C(N)=O)c1 (stereo unspecified),1.2,-3,-3,13,-9,-4,-3,-8,23
COC(=O)c1ccc(CN2CCN(Cc3ccc(F)cc3)C(CCO)C2)cc1 (stereo unspecified),0.5,-5,-8,14,-3,-4,1,-16,23
CCOc1ccccc1N1CCN(C(=O)c2ccc3[nH]c4c(c3c2)CCCC4)CC1,-0.1,-2,1,-7,-2,-2,-3,10,-3
CCOC(=O)C1CCCN(C(=O)c2cn(CC)c(=O)c3cc(OC)c(OC)cc23)C1 (stereo unspecified),-0.9,-3,-7,7,-11,3,0,7,4
CCOC(=O)c1cc(-c2csc(-c3ccc(C(F)(F)F)cc3)n2)on1,0.5,-2,-6,2,-4,-8,-1,5,14
Cc1ccc(C(=O)COC(=O)C2CC(=O)N(c3nc(-c4ccccc4)cs3)C2)cc1C (stereo unspecified),0.9,-3,-4,7,-7,11,0,-5,31
Cc1noc(C)c1CSCC(=O)Nc1ccc(S(=O)(=O)C(F)F)cc1,0.6,-3,7,-6,-2,5,-3,-4,8
CC(C)(C)N(Cc1ccccc1)C(=O)COC(=O)c1ccc2ccccc2n1,-0.5,0,11,3,-3,-4,-2,7,10
O=c1[nH]c(SCc2ccc([N+](=O)[O-])cc2)nc2[nH]ncc12,-1.1,2,1,7,-8,-3,2,-11,7
CCOCCc1nnc(NC(=O)CCS(=O)(=O)c2ccccc2)s1,-1.8,0,6,19,6,12,-2,19,39
Nc1c(C(=O)Nc2ccc3c(c2)OCCO3)nnn1Cc1cccc(F)c1,5.4,6,-3,-31,-39,2,1,-51,-45
CCOC(=O)/C=C1\SCC(=O)N1CC(=O)Nc1cc(S(=O)(=O)N(C)C)ccc1C,-1.2,2,12,-7,0,-7,1,-2,27
CCN(CC)S(=O)(=O)c1cc(NC(=O)CO/N=C(\N)c2ccccc2Cl)ccc1C,-0.3,-1,10,5,5,-11,-3,-3,13
C=CCn1c(N2CCCCCC2)nc2c1c(=O)n(C)c(=O)n2C,-1.5,-2,2,-37,-1,-3,-3,9,-4
CCOCCCn1c(=S)[nH]c2cc(C(=O)NCCCN(CC)CC)ccc2c1=O,-1.6,5,-5,-25,-7,0,1,1,-2
O=C(O)c1ccccc1C(=O)NCCCn1ccnc1,0.2,6,6,-34,-14,2,-2,-4,0

# Entries listed so far that contain bromine:
SMILES,CHOP UPR activ,CXCR6 inh,CCR6 antagonist,697 NFkB inh,Jurkat NFkB inh,EBI2 antag,XBP1 UPR activ,Gli-Sufu block,Mdm2-MdmX inh
CSc1nnc(CCNS(=O)(=O)c2ccccc2Br)n1C,1.3,3,-1,-3,15,13,2,1,-6
C=C(Br)Cn1c(CC)nc2ccccc21,1.2,1,9,-3,3,-11,-2,0,17

# New compounds follow
SMILES,CHOP UPR activ,CXCR6 inh,CCR6 antagonist,697 NFkB inh,Jurkat NFkB inh,EBI2 antag,XBP1 UPR activ,Gli-Sufu block,Mdm2-MdmX inh
Cc1ccc(S(=O)(=O)N2CCN(CC(=O)N/N=C\c3ccc(Cl)c([N+](=O)[O-])c3)CC2)cc1,6.2,-2,-28,9,-6,-13,-4,-2,64*
COC1=C(C)C(O)=C(C(=O)/C=C/c2ccccc2)C(=O)C1(C)C,-0.2,2,10,-6,-14,7,1,-9,1
CN(Cc1ccccn1)Cc1cn(Cc2ccccc2)nc1-c1ccc2c(c1)OCO2,-0.3,-3,-3,0,10,-2,-4,5,15
NS(=O)(=O)c1ccc(NC(=S)NC(=O)/C=C/c2cccs2)cc1,0.2,10,9,0,5,9,1,6,6
CCc1ccc(NC(=O)CSc2nc3ccccc3c(=O)n2CCCC(=O)N2CCCC2)cc1,-1.0,9,11,-17,15,-23,-1,-4,52*
N#Cc1ccc(-n2c(-c3ccccc3)nnc2-c2ccccc2)cc1C#N,2.4,0,4,-19,13,21,-1,7,49
CCN(CC)S(=O)(=O)c1ccc(N2CCCCC2)c(NC(=O)C2=COCCO2)c1,4.3,0,24,-21,4,4,2,32,16
O=C(Nc1ccc(N2CCN(C(=O)c3ccco3)CC2)cc1)c1ccc(F)cc1,2.2,-12,-4,-5,-2,-13,-1,12,21
COc1ccc(OCC(=O)Nc2ncc3c(n2)CC(C)(C)CC3=O)cc1,-1.0,-4,-6,20,12,-2,2,-1,-4
COc1cccc(C(=O)Nc2ccccc2OC(F)(F)F)c1,-2.1,-4,15,11,9,-1,3,-8,-32
O=[N+]([O-])c1ccc(O)c(-c2nc(-c3ccccc3)c(-c3cccs3)[nH]2)c1,7.1,28,45,-8,12,-9,9,52,85*
Clc1ccccc1Cn1nnc2c(N3CCOCC3)nc(C3CC3)nc21,-0.2,12,16,11,18,18,5,20,20
O=S(=O)(NCc1ccc(Cl)cc1)NCc1ccccc1F,0.2,-12,11,9,-8,3,1,-3,-7
CC(NC(=O)c1ccccc1O)c1ccccc1 (stereo unspecified),1.3,-3,-14,0,-10,-3,2,-8,-4
Clc1ccc(SCc2cn3cccnc3n2)cc1,3.6,-2,7,-52,-47,0,-1,-35,-3
CC[C@]12c3[nH]c4cc(CCC(=O)N(C)C)ccc4c3CCN1C(=O)[C@@H](CC(=O)NC/C=C(\C)CCC=C(C)C)C[C@@H]2C(=O)N1CCN(C(=O)c2ccco2)CC1,3.4,-5,14,24,x,-3,6,79*,93*
Cc1c(CC(=O)NCC(=O)N[C@H](Cc2ccccc2)C(=O)O)c(=O)oc2cc(O)ccc12,1.3,-2,-1,7,5,-3,-2,15,-21
COC(=O)C(O)(NC(=O)OCc1ccccc1)C(F)(F)F (stereo unspecified),-0.5,3,11,5,-7,11,2,1,5
COc1ccc(CCNC(=O)CN(c2ccc(C)cc2)S(=O)(=O)c2c(C)noc2C)cc1OC,3.4,-8,1,-15,1,-1,-2,2,-5
CC(C)CN(C(=O)CCC(=O)OCC(=O)N(C)c1ccccc1)c1c(N)n(CC(C)C)c(=O)[nH]c1=O,-0.2,-6,0,6,5,-8,4,-12,3

# Part of the list above in a different format.
# Below each SMILES: CHOP UPR activ	CXCR6 inh	CCR6 antagonist	697 NFkB inh	Jurkat NFkB inh	EBI2 antag	XBP1 UPR activ	Gli-Sufu block	Mdm2-MdmX inh
O=[N+]([O-])c1ccc(O)c(-c2nc(-c3ccccc3)c(-c3cccs3)[nH]2)c1
→ 7.1	28	45	-8	12	-9	9	52	85*
Clc1ccccc1Cn1nnc2c(N3CCOCC3)nc(C3CC3)nc21
→ -0.2	12	16	11	18	18	5	20	20

# (more compounds)
SMILES,CHOP UPR activ,CXCR6 inh,CCR6 antagonist,697 NFkB inh,Jurkat NFkB inh,EBI2 antag,XBP1 UPR activ,Gli-Sufu block,Mdm2-MdmX inh
CCOc1ccc(C(=O)NCc2cccnc2)cc1[N+](=O)[O-],-0.6,11,13,24,-2,6,-3,-7,9
Cc1ccc(NC(=O)N2CCc3ccccc32)cc1,-3.3,-2,-18,-248,-131,1,-5,-118,-162
CC(=O)Nc1ccc(NC(=O)Nc2ccccc2C)cc1,3.3,-10,6,9,-3,1,-1,76*,-5
O=C(c1cc2cc(Cl)cc(Cl)c2oc1=O)N1CCOCC1,-0.2,-9,10,8,-1,3,2,-13,12
O=C(Nc1cc(-c2ccccc2)nn1C1CCCCC1)c1ccc(Cl)cc1,-0.9,-2,12,-3,6,9,2,8,11
Cc1ccc(/C=N/N=C2\SCC(=O)N2CC2CC2)cc1,2.4,5,0,11,-3,-4,0,3,-10
Cc1ccccc1C(=O)Nc1ccc2nc3n(c(=O)c2c1)CCCC3,3.0,2,6,11,-32,-10,-4,-3,-8
c1coc(C2Nc3ccccc3C3OCCC23)c1 (stereo unspecified),-1.1,3,-8,-1,-15,-2,-1,24,-20
CC(C)(C)c1csc(NC(=O)c2cccnc2Cl)n1,2.4,12,4,-5,-2,1,1,-5,-7
CCCN(C(=O)C1CSC2(C)CCC(=O)N12)c1c(N)n(Cc2ccccc2)c(=O)[nH]c1=O (stereo unspecified),-0.4,-5,10,16,5,-4,-1,0,9
Cc1cc(C)c(C(N)=O)c(Nc2cccc3ccccc23)n1,2.7,-14,5,-1,11,-10,6,18,39
CC(=O)OC(C(=O)NCCN1CCOCC1)c1c(F)cccc1F (stereo unspecified),-1.0,8,8,9,-7,-8,-1,-4,14
